Source: PubChem BioAssay (several laboratories)
TRPC4 inh = inhibitors of mouse TRPC4 channel. Q9QUQ5. HEK293 TRPC4beta/mu-opioid, DAMGO-evoked Fluo4 calcium flux; active compounds read low. B-score at 10 µM. 300,000 tested, 0.39% active. AID 2247;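 active means B-score over 3 SD under the library average, no early fluorescence shift, positive overall ratio signal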
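Material: HEK293 cells with stable TRPC4beta plus mu-opioid receptor expression / Probe or stimulus: DAMGO in two steps, submaximal then maximal / Compound: single concentration per test compound / Technique: kinetic Fluo4 fluorescence imaging of calcium influx / Read-out: per-well B score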
TRPC6 activator = mouse TRPC6 channel activation | 310,000 tested, 0.13% active | Q61143 | HEK293-TRPC6 membrane potential dye fluorescence; active compounds read high | B-score at 10 µM;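 active means B-score of the integrated fluorescence ratio above library mean plus 3 SD, and starting fluorescence ratio within library mean plus 5 SD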;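 further: higher score means more depolarization so channel activation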
Target sequence (Q61143 whole entry, looked up): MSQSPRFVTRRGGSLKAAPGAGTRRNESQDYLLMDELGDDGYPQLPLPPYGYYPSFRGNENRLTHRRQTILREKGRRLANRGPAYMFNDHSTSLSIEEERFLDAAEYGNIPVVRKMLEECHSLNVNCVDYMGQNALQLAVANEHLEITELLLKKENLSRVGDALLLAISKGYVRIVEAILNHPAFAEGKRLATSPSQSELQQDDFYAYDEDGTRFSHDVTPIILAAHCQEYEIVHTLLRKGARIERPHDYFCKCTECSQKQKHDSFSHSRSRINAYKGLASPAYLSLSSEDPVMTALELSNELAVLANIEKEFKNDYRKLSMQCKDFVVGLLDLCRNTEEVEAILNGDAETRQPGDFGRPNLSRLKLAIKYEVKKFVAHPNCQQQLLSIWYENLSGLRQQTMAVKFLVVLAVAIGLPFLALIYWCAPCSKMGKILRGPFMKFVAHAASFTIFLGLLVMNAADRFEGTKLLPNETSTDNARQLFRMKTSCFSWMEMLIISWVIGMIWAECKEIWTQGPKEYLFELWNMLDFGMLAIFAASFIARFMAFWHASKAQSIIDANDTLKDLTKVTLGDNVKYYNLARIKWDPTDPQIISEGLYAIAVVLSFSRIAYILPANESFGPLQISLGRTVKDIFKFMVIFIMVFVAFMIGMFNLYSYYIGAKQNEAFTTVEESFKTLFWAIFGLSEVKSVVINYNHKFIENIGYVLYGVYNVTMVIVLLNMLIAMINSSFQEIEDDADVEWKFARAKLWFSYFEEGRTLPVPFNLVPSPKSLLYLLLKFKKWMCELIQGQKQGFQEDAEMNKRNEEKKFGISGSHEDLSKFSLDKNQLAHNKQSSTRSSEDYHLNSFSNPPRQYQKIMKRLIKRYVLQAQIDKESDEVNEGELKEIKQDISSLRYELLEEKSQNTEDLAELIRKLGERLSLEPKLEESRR
HIF activator = HIF pathway transcriptional activation; AID 1910; activation, % at 7.5 µM (by protocol); U2OS HRE-luciferase reporter, luminescence; normalized: DMSO 0%, desferrioxamine 100%; 300,000 tested, 0.32% active;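 active means mean activation of at least 10% of the iron chelator positive control signal, with at least half of replicates also reaching 10%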
TRPC4 potent = allosteric potentiators of mouse TRPC4 channel | Q9QUQ5 | B-score at 10 µM | HEK293 TRPC4beta/mu-opioid, DAMGO EC20, Fluo-4 Ca2+ flux; active compounds read high | 310,000 tested, 0.42% active;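 active means B-score of calcium response area above 5 SD of library B-scores, with initial fluorescence ratio within 5 SD of library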;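 further: B-score of integrated fluorescence ratio over time as area under calcium response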
MrgX1 ag = activates human MrgX1 receptor signaling; Q96LB2; MrgX1-HEK293 cells, Fluo-4 calcium fluorescence, agonist mode; active compounds read high; B-score at 10 µM; 310,000 tested, 0.44% active; AID 588627;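 active means calcium response B-score plate-corrected fluorescence ratio at least 3 library SD, with starting fluorescence B-score inside 5 SD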
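Material – MrgX1-expressing HEK293 cells · Input – 15,000 cells seeded per well · Dosing – compound as first of three additions · Times – overnight seeding, then 1 h dark dye loading · Measured by – kinetic Fluo-4 NW fluorescence of intracellular calcium · Read-out – B-scored fluorescence response ratio · Benchmarks – positive and negative control wells on each plate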
PolyA inh = blocks polyadenylation in yeast reporter cells; S. cerevisiae SKY197-pL101 polyadenylation reporter, beta-gal luminescence; efflux-impaired pdr1/pdr3 knockout yeast; score 100 = 6 SD above DMSO; calls only at 12 µM; 300,000 tested, 0.02% active; AID 1875;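 active means lowest replicate activity score at least 50, where 100 means six control SD above control mean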;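 further: yeast exposed to compound for 9 h at 30 °C; higher score means more reporter readthrough which indicates perturbed polyadenylation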
TRPC6 inh = mouse TRPC6 channel inhibition | HEK293-TRPC6, membrane potential dye, ACh-evoked depolarization; active compounds read low | 310,000 tested, 1.1% active | B-score at 10 µM | Q61143;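 active means B-score under library mean minus 3 SD, initial fluorescence not abnormally high, positive integrated signal ratio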;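 further: B-score derived from integrated fluorescence ratio over the kinetic read; more negative B-score means stronger inhibition of depolarization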
AI-2 QS modul = Vibrio harveyi AI-2 quorum sensing modulation; Vibrio harveyi JMH597 AI-2 luminescence/OD600 ratio, 9 h; active compounds read low; strain lacks LuxN and CqsS sensors; 0 = neutral-control median; activity change, % at 7.5 µM; 300,000 tested, 0.4% active; in the data active means activity change below about -75%, passing the limit was not always enough;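 further: luminescence divided by OD600 gain over 9 h not by final OD600 alone; inactives centre near 13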
MrgX1 antag = blocks BAM8-22 activation of human MrgX1 receptor. Q96LB2. MRGX1-HEK293 calcium flux, Fluo-4, BAM8-22 antagonism; active compounds read low. B-score at 10 µM. 310,000 tested, 1.3% active;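 active means calcium-response B-score plate-corrected more than 3 library SD below zero, starting fluorescence within 5 deviations, no agonist response on first addition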;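 further: peak minus trough fluorescence over baseline after final BAM8-22 challenge near maximal dose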
TRPC4 act = activators of mouse TRPC4 channel; B-score at 10 µM; Q9QUQ5; 310,000 tested, 0.49% active; HEK293 TRPC4beta/mu-opioid, Fluo4 calcium fluorescence; active compounds read high;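 active means B-score above 5 SD of library B-scores, and initial fluorescence ratio not above library mean plus 5 SD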;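 further: positive B-score marks a calcium rise read as TRPC4 activation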
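system = HEK293 cells stably co-expressing mouse TRPC4beta and mu-opioid receptor | schedule = Fluo4 dye loading 45 min at room temperature, 110 s recording | measure = B-scored integrated calcium fluorescence ratio | signal = Fluo4 calcium-sensitive dye fluorescence, kinetic, 1 Hz baseline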
MrgX1 PAM = human MrgX1 positive allosteric modulation, primary screen | MrgX1-HEK293, Fluo-4 calcium flux, FDSS; active compounds read high | B-score at 10 µM | 310,000 tested, 0.63% active | AID 588675;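 active means plate-corrected calcium response at least 3 library SD above typical, normal starting fluorescence, not activating the receptor alone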;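 further: compound read alongside a low EC10 to EC30 dose of BAM8-22 agonist; peak minus trough fluorescence over baseline measured at the second addition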
Starred values were filed as active, the others as inactive; i = inactive; nt = not tested or not shown. Not all compounds are listed, so the mix of outcomes need not match the whole.

entry	canonical_smiles	TRPC4 inh	TRPC6 activator	HIF activator	TRPC4 potent	MrgX1 ag	PolyA inh	TRPC6 inh	AI-2 QS modul	MrgX1 antag	TRPC4 act	MrgX1 PAM
1	Cc1ccccc1-n1nc(SCC(=O)O)sc1=S	i	i	-0.1	i	i	i	i	33	i	i	i
2	COC(=O)c1ccc(C(C(=O)NCc2ccccc2)N(Cc2cccs2)C(=O)c2cnccn2)cc1 (stereo not given)	i	i	-0.4	i	i	i	i	19	i	i	i
3	Cc1onc(-c2ccccc2)c1C(=O)N/N=C/c1cccc(O)c1	i	i	-0.5	i	i	i	i	18	i	i	i
4	CC1(C)CC(=O)C=C(c2ccc3c(c2)OCO3)C1	i	i	-0.1	i	i	i	i	17	i	i	i
5	CCOC(=O)C1CCN(C(=O)COC(=O)c2nc3nc(C)cc(C)n3n2)CC1	i	i	-7.9	i	i	i	i	10	i	i	i
6	O=C(O)c1cccc(NC(=O)c2ccc3c(c2)C(=O)N(c2cccc([N+](=O)[O-])c2)C3=O)c1	i	i	-2.6	i	i	i	i	56	i	i	i
7	Cc1ccc(SCc2noc(C(=O)NCC3CCCO3)c2C(=O)O)cc1C (stereo not given)	i	i	0.1	i	i	i	i	21	i	i	i
8	CS(=O)(=O)N(CC(=O)N1CCN(Cc2ccccc2)CC1)c1ccc2c(c1)OCCO2	i	i	-0.5	i	i	i	i	-11	i	i	i
9	Cc1cccc(N2CCN(CC(=O)Nc3nccs3)CC2)c1C	i	13*	-0.8	i	i	i	-5.6*	-1	i	i	i
10	O=C(Nc1ccccc1)c1cnc(-c2ccccc2)nc1-c1ccccc1	i	i	-1.5	i	i	i	i	25	i	i	i
11	CC(C)c1ccc(NC(=O)CSc2nnc(-c3ccccn3)n2C)cc1	i	i	-0.2	i	i	i	i	20	i	i	i
12	C/C(=N\NC(=O)CNC(=O)c1cccs1)c1ccc(Cl)c(Cl)c1	i	i	0.1	i	i	i	i	20	i	i	i
13	FC(F)(F)c1ccc(Cl)c(-n2c(Cc3cccs3)n[nH]c2=S)c1	i	i	0.0	i	i	i	i	-10	i	i	i
14	Cc1ccccc1S(=O)(=O)c1cc2ccccc2nc1N	i	i	-0.6	i	i	i	i	15	i	i	i
15	CCOC(=O)c1cnc(SC)nc1Nc1cccc(F)c1	i	i	-0.4	i	i	i	i	28	i	i	i
16	O=C(NNc1ccc([N+](=O)[O-])cc1[N+](=O)[O-])c1ccco1	i	i	-0.7	i	i	i	i	20	i	i	i
17	Cn1c(CNc2cccc(Cl)c2)nnc1SCC(=O)OC1CCCCC1	i	i	-1.3	i	i	i	i	26	i	i	i
18	Cc1ccc(C)c(SCC(=O)OCC(=O)NCCNC(=O)COC(=O)CSc2cc(C)ccc2C)c1	i	i	0.5	i	i	i	i	27	i	i	i
19	Cc1cc2cc(C(c3nnnn3C(C)(C)C)N(Cc3ccco3)CC3CCCO3)c(=O)[nH]c2cc1C (stereo not given)	i	i	-0.6	i	i	i	i	6	i	i	i
20	COC(C(=O)Nc1ccnn1C1CCN(Cc2ccc(CO)o2)CC1)c1ccccc1 (stereo not given)	i	i	-0.4	i	i	i	i	23	i	i	i
21	Cc1cccn2c(CN(C)CC3Cc4ccccc4O3)c(C(=O)N3CCCCC3)nc12 (stereo not given)	i	i	0.4	i	i	i	i	27	i	i	i
22	COc1cc(S(=O)(=O)NC2CCCC2)c(OC)cc1Cl	i	i	-0.3	i	i	i	i	23	i	i	i
23	Nc1nc(-c2cccnc2)nn1C(=O)COc1ccccc1	i	i	0.1	i	i	i	i	25	i	i	i
24	Cc1cc2c(SCC(=O)N3CCN(c4ccccc4)CC3)ncnc2s1	i	i	-0.5	i	i	nt	i	38	i	i	i
25	Cc1cc2c(c(=O)n1C)C(C(C)C)C(C#N)=C(N)O2 (stereo not given)	i	i	-0.4	i	i	i	i	24	i	i	i
26	COc1ccc(-c2nc3ccc(C(=O)NCC(OC)OC)cc3nc2-c2ccc(OC)cc2)cc1	i	i	-0.5	i	i	i	i	-3	i	i	i
27	Cc1nc2cc(NC(=O)Nc3nccs3)ccc2n1C	i	i	0.8	i	i	i	i	-1	i	i	i
28	CCOC(=O)C(=CNc1ccccc1N1CCOCC1)C(=O)OCC	i	i	-0.8	i	i	i	i	11	i	i	i
29	COc1ccc(OC)c(NC(=S)NN2CCN(C)CC2)c1	i	i	0.0	i	i	i	i	0	i	i	i
30	Cc1cccc(C)c1C(OCCN(C)C)C1CCCCC1 (stereo not given)	i	i	-0.8	i	i	i	i	2	i	i	i
31	O=C(NCc1ccccc1)C1CCCN(S(=O)(=O)c2cccc3nsnc23)C1 (stereo not given)	i	i	0.5	i	i	i	i	nt	i	i	i
32	CCOc1ccc(N(CC(=O)NCCc2ccc(Cl)cc2)S(=O)(=O)c2c(C)[nH]c(=O)[nH]c2=O)cc1	i	i	-1.5	i	i	i	i	7	i	i	i
33	COc1cc(C)ccc1S(=O)(=O)N1CCCCCC1	i	i	-0.4	i	i	i	i	8	i	i	i
34	CN(C)CCN1CCc2ccccc21	i	i	-1.3	i	i	i	i	10	i	i	i
35	COc1ccc(-c2csc(N(CCCN(C)C)C(=O)c3ccc(C)cc3)n2)cc1	i	i	-0.2	i	i	i	-6.5*	7	i	i	i
36	O=C(NCCc1c[nH]c2ccc(Cl)cc12)c1cccnc1	i	i	0.1	i	i	i	i	11	i	i	i
37	C=C(C)CSc1nnc2n(N)c(=O)c3ccccc3n12	i	i	1.6	i	i	i	i	29	i	i	i
38	Cc1ccccc1-n1c(C)cc(/C=C2\NC(=O)NC2=O)c1C	i	i	2.5	i	i	i	i	28	i	i	i
39	COc1ccc(NC(=O)Cn2cccc2)cc1Cl	i	i	0.4	i	i	i	i	26	i	i	i
40	Nc1nonc1C(=O)N1CCCCC1	i	i	-0.2	i	i	i	i	10	i	i	i
41	CCCCNC(=S)NNC(=O)c1ccc2c(c1)OCO2	i	i	0.1	i	i	i	i	2	i	i	i
42	CC(NC(=O)c1c(O)c2ccccc2[nH]c1=O)c1ccccc1 (stereo not given)	i	i	-1.4	i	i	i	i	30	i	i	i
43	Cc1ccc(SCC(=O)NC(C)c2ccccc2)cc1 (stereo not given)	i	i	-20	i	i	i	i	9	i	i	i
44	Cc1ccc(Nc2nc(N)nc(CSCCO)n2)cc1	i	i	2.3	i	i	i	i	-1	i	i	i
45	Brc1nnc2n1-c1ccccc1Sc1ccccc1-2	i	i	-0.7	i	i	i	i	nt	i	i	i
46	O=C(CSc1ncnc2c1cnn2-c1ccc(Cl)cc1)NCc1ccc2c(c1)OCO2	i	i	0.3	i	i	i	i	10	i	i	i
47	CCOC(=O)c1c(NC(=O)CSc2ncnc3[nH]ncc23)sc2c1CCC(C)C2 (stereo not given)	i	i	0.6	i	i	i	i	52	i	i	i
48	COc1cccc(-n2cc(C(=O)O)c3ccccc3c2=O)c1	i	i	0.2	i	i	i	i	5	i	i	i
49	O=c1c2ccccc2n(Cc2ccc(Cl)cc2)c(=O)n1Cc1ccco1	i	i	0.2	i	i	i	i	15	i	i	i
50	Cc1nnc(N(C)C(=O)Cc2ccc3c(c2)OCO3)s1	i	i	-1.3	i	i	i	i	3	i	i	i

Continuation:
entry	canonical_smiles	TRPC4 inh	TRPC6 activator	HIF activator	TRPC4 potent	MrgX1 ag	PolyA inh	TRPC6 inh	AI-2 QS modul	MrgX1 antag	TRPC4 act	MrgX1 PAM
51	OCCC1CN(Cc2ccccc2O)CCN1CCc1ccccc1 (stereo not given)	i	i	0.1	i	i	i	i	12	i	i	i
52	Cc1ccc2c(c1)sc1nc(=O)n(-c3ccc(Cl)cc3)c(=O)n12	i	i	0.9	i	i	i	i	-2	i	i	i
53	Cc1ccc(NS(=O)(=O)c2cc(C(=O)NCc3ccccn3)ccc2Cl)cc1C	i	i	-0.8	11*	i	i	i	24	i	i	i
54	CCN(CC)C(=O)c1c(C)nc2ccccn12	i	i	-0.1	i	i	i	i	21	i	i	i
55	COC(=O)c1cc2c(cc1NC(=O)CSCCc1ccccn1)OCO2	i	i	-0.1	i	i	i	i	4	i	i	i
56	COc1ccc(-c2nc(-c3cccc(C)c3)[nH]c(=O)c2C#N)cc1	i	i	-0.3	i	i	i	i	23	i	i	i
57	COc1ccc(CC(=O)c2ccc(OC)c(OC)c2C)cc1OC	i	i	1.0	i	i	i	i	6	i	i	i
58	CCc1ccc(N2C(=O)CN(Cc3ccccc3)C2=S)cc1	i	i	1.3	i	i	i	i	11	i	i	i
59	CCOc1ccc2ccccc2c1/C=N/NC(=O)c1ccncc1	i	i	-0.4	i	i	i	i	18	i	i	i
60	O=C(Cc1cccc2ccccc12)Nc1cccnc1	i	i	0.0	i	i	i	i	4	i	i	i
61	O=C(CSc1nc2ncccc2[nH]1)NCc1ccccc1	i	i	-1.0	i	i	i	i	10	i	i	i
62	COc1ccccc1NC(=O)c1csc2c1CCC(C)C2 (stereo not given)	i	i	3.4	i	i	i	i	11	i	i	i
63	O=C(NCc1ccc(F)cc1)C(=O)NCC1OCCCN1S(=O)(=O)c1cccs1 (stereo not given)	i	i	-0.5	i	i	i	i	15	i	i	i
64	CCC(=O)N1CCN(c2nnc(-c3ccccc3)c3ccccc23)CC1	i	i	-3.1	i	i	i	i	-9	i	i	i
65	CC(C)(C)OC(=O)NCCCCc1cn(CC(=O)N2CCN(C(=O)OC(C)(C)C)CC2)nn1	i	i	0.1	i	i	i	i	15	i	i	i
66	CC(C)NC(=O)Nc1n[nH]c(Nc2ccc(Cl)cc2)n1	i	i	0.3	i	i	i	i	17	i	i	i
67	COc1ccc(CCn2c(=O)[nH]c3cc(C(=O)NCCCN4CCOCC4)ccc3c2=O)cc1OC	i	i	-0.1	i	i	i	i	10	i	i	i

Some entries already given, reduced to HIF activator:
entry	canonical_smiles	HIF activator
66	CC(C)NC(=O)Nc1n[nH]c(Nc2ccc(Cl)cc2)n1	0.3
67	COc1ccc(CCn2c(=O)[nH]c3cc(C(=O)NCCCN4CCOCC4)ccc3c2=O)cc1OC	-0.1
